zVAD death inh = L929 zVAD cell death inhibition | L929 zVAD necroptosis rescue, ATP luminescence, 24 h; with zVAD 60 µM | viability rescue, % at 10 µM | 220,000 compounds, 0.38% hits | AID 1377;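 active = activation, scaled between plate controls, above about 75%, limit read from the data; inactive = activation under that limit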;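 also: 0% = zVAD with DMSO and 100% = DMSO alone without zVAD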
RBBP9 inhibitor = human RBBP9 hydrolase inhibition. O75884. recombinant RBBP9, FP-Rh probe fluorescence polarization. inhibition, % at 7.94 µM. 220,000 compounds, 0.2% hits;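 active = inhibition above the campaign mean of all tested compounds plus 3 SD, cut at about 14% in these data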;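 also: plate controls were DMSO wells with RBBP9 for no effect and wells lacking RBBP9 protein for full effect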
Target sequence (O75884 whole entry, looked up): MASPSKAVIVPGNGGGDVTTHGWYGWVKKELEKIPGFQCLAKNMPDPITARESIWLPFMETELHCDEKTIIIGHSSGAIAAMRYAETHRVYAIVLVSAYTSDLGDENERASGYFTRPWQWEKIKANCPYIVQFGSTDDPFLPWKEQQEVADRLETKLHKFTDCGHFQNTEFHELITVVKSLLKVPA
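Measured by: FP readout at 525/598 nm; material: recombinant human RBBP9; also added: Serine-hydrolase probe FP-Rh, 375 nM pre-mixing; medium: Tris buffer pH 8.0, NaCl, Pluronic; replication: one well per compound; doses: one concentration, 7.94 µM nominal, 0.794% DMSO; timing: preincubation 30 min plus labeling 45 min at 25 °C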
EP2 mod = EP2 receptor (human) modulation | AID 940 | induction, % at 25 µM | 260,000 compounds, 0.83% hits | EP2-expressing cells, cAMP HTRF FRET, PGE2 co-stimulation | P43116;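 active = compounds whose cAMP rise, as percent of the full-agonist control response, exceeds 60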;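 also: rat C6 glioma line stably carrying human EP2 under a CMV promoter; the protocol text gives 20 µM as final concentration; 100% = response of wells given 1 µM PGE2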
Runt-SMMHC FRET = Runt domain-CBFb-SMMHC interaction inhibition; Q01196+Q13951; Cerulean-Runt/Venus-CBFb-SMMHC FRET ratio 530/480, 1 h; inhibition, % at 20 µM; 220,000 compounds, 0.74% hits;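 active = mean inhibition across duplicate retests at 20 µM reaching about 50%, limit read from the data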;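 also: 0% = DMSO wells and 100% = wells with excess untagged CBFb-SMMHC; inhibitors lower the FRET ratio by blocking Runt binding to CBFb-SMMHC; some results filed as inactive read as strong as hits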
Target sequence (Q01196 whole entry, looked up, the tested form may be a part): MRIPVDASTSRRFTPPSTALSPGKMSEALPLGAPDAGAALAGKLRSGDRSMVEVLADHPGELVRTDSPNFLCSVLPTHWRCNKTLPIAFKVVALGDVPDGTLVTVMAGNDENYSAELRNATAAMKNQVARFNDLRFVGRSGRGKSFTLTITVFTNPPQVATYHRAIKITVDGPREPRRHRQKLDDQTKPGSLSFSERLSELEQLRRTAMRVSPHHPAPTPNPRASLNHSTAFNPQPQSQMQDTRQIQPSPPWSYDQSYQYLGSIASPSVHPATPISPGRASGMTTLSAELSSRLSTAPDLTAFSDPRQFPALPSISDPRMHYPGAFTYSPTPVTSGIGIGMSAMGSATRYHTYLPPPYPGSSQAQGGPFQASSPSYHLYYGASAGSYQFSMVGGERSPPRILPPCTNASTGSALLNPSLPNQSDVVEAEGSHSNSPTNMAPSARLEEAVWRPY
Target sequence (Q13951 whole entry, looked up, the tested form may be a part): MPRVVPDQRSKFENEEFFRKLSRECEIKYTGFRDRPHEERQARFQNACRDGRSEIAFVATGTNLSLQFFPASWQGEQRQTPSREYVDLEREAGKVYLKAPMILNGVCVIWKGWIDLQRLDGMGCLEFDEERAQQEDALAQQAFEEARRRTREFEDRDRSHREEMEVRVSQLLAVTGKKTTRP
Hck-Nef inh = inhibitors of human Hck kinase activated by Nef | Recombinant Hck-YEEI plus Nef, Z-Lyte FRET kinase assay | 220,000 compounds, 0.68% hits | inhibition, % at 20 µM | P08631;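 active = Hck-Nef kinase inhibition above about 50%, limit read from the data; inactive = inhibition below that limit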;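 also: 0% = DMSO with Hck plus Nef and 100% = Hck alone without Nef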
Runt-CBFb FRET = blocks binding of human RUNX1 Runt domain to CBFb; Cerulean-Runt/Venus-CBFb FRET ratio 530/480, 1 h; AID 1496; 220,000 compounds, 0.46% hits; Q01196+Q13951; inhibition, % at 20 µM;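 active = inhibition over about 50% at 20 µM in the single-dose screen, limit read from the data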;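 also: 0% = DMSO wells and 100% = excess unlabeled CBFb competitor control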
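System: Cerulean-labeled Runt domain protein | Quantity: 100 nM of each labeled protein | Schedule: 1 h compound exposure, room temperature | Detection: Fluorescence energy transfer, 422 nm excitation, 530/480 nm emission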
TNF death inh = TNF-alpha cell death inhibition in Jurkat FADD-/- cells. 220,000 compounds, 0.068% hits. Jurkat FADD-/- TNF necroptosis rescue, ATP luminescence, 24 h; 0 = TNF only, 100 = no-TNF cells. activation (protection from cell death), % at 10 µM;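 active = activation, meaning protection from cell death, of at least 50% relative to plate controls; inactive = activation below 50%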;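 also: necroptosis triggered by 40 ng/mL TNF-alpha added together with compound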
PERK inhibitor = human PERK inhibition, primary cell-based screen | AID 1416 | CHO PERK-DD fusion, SEAP luminescence translation reporter | inhibition, % at 5.6 µM | Q9NZJ5 | 220,000 compounds, 0.17% hits;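 active = inhibition above the mean inhibition of all tested compounds plus 3 SD, set separately per screening campaign, cut at about 2.9% in these data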;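 also: PERK kinase domain activated by AP20187 dimerizer at 100 nM; 0% = DMSO with dimerizer and 100% = rapamycin at 8.4 µM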
PGE2 EP2 inh = inhibitors of human EP2 prostaglandin E2 receptor. P43116. C6 glioma cells expressing human EP2, cAMP TR-FRET; cells stimulated with saturating PGE2. inhibition, % at 25 µM. 260,000 compounds, 0.52% hits. AID 1422;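 active = percent inhibition above 40 after rounding to a whole number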;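 also: rat C6 glioma host cells with rolipram phosphodiesterase inhibitor present; the protocol text gives 20 µM as final concentration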
The depositor's hits bear a star; nt = no result given. This is a subset, so the mix of outcomes need not match the whole.

SMILES	zVAD death inh	RBBP9 inhibitor	EP2 mod	Runt-SMMHC FRET	Hck-Nef inh	Runt-CBFb FRET	TNF death inh	PERK inhibitor	PGE2 EP2 inh
Cc1ccnc2nc(C(=O)Nc3nnc(CC(C)C)s3)nn12	1.5	-9	4	3	0	0	0.5	-0.1	6
CC1Cc2ccccc2N1C(=O)CCn1c(=O)sc2ccccc21 (stereo unspecified)	-0.7	nt	17	4	11	2	2.4	nt	12
CC(C)Cn1c(N)c(C(=O)CSc2nnnn2C)c(=O)n(C)c1=O	0.0	-1	1	4	1	-1	-1.9	0.3	10
CCC1=Nc2cc(C(=O)O)ccc2Sc2ccccc21	nt	-4	29	2	-4	-1	-0.2	0.8	9
Cc1ccc(-n2nc(C)c(C3(O)C(=O)N(C(C)C)c4ccccc43)c2N)cc1 (stereo unspecified)	0.6	0	22	2	5	-1	1.7	0.9	-1
CCOc1ccccc1NC(=O)CCCn1cc([N+](=O)[O-])cn1	0.8	3	-19	0	33	3	1.2	0.7	8
O=c1[nH]nc(Cc2ccc(-c3cccc(Cl)c3)o2)c2ccccc12	-0.4	-9	-39	-3	0	-10	-3.2	-1.5	15
COc1ccc(NC(=O)C23CCC(C)(C(=O)C2)C3(C)C)cc1 (stereo unspecified)	-0.1	1	-36	-1	0	-1	-1.4	1.3	11
COc1ccc(NC(=O)c2cnc3n(c2=O)CCS3)cc1OC	0.9	-9	19	2	-9	0	2.7	-0.6	12
Cc1ccc(S(=O)(=O)NCCC(=O)NCc2ccccc2)cc1	0.9	-1	26	3	9	-2	1.5	1.1	6
O=C(NCCOc1ccccc1Cl)C(=O)Nc1ccccc1	0.2	1	-34	-1	2	-4	0.6	0.4	1
CCOc1ncccc1C(=O)NCc1ccc(C)cc1	0.6	-9	14	0	2	-1	0.4	0.9	6
CCOC(=O)N1CCN(CC(O)COCc2ccc(Cl)cc2)CC1 (stereo unspecified)	0.7	-9	11	-6	-22	0	0.8	0.8	13
Cc1cc(C)nc(NC(=O)c2cccc([N+](=O)[O-])c2)c1	-0.1	-7	-4	3	-1	0	2.0	-0.9	6
CCCS(=O)(=O)Nc1cccc(-c2ccc3nnc(C)n3n2)c1	25	-4	3	-1	21	2	-4.1	1.1	18
O=C(CCCN1C(=O)c2ccccc2C1=O)NCc1cccnc1	0.6	4	2	0	8	-1	-0.4	-0.5	9
Cc1ccc2c(c1)sc1nc(=O)n(-c3ccc(Cl)c(Cl)c3)c(=O)n12	0.0	1	1	-6	1	-3	-1.8	0.7	4
COc1ccc2cc(C(=O)Nc3ccc(O)cc3)sc(=O)c2c1OC	2.1	-7	-35	4	-26	-2	-3.6	-0.9	15
O=C(CSc1nnc(SCc2ccc(Cl)cc2)s1)N/N=C/c1ccccc1Cl	1.4	-7	20	2	-1	1	-1.4	1.5	5
CCOC(=O)N1CCC(=NNS(=O)(=O)c2cccc([N+](=O)[O-])c2)CC1	-0.3	1	10	-9	6	48	-0.5	1.2	6
N#C/C(=C\c1ccc(Cl)cc1)c1nc2ncccc2[nH]1	0.4	8	-1	34	4	17	-8.0	0.0	18
CCCCCCC1CCC(C(=O)N2CCOCC2)CC1 (stereo unspecified)	-0.7	-6	19	-8	5	-2	-0.2	0.0	4
O=C(Nc1ccccc1N1CCCCC1)c1cnccn1	48	-1	66*	-1	23	-4	-3.2	1.6	5
O=C(CSc1n[nH]c(=O)n1C1CC1)NCc1ccccc1Cl	1.2	-3	-12	-8	-6	-1	-0.9	0.9	6
O=C(CSc1ccccn1)Nc1ccccc1F	nt	-10	12	3	1	-4	0.9	-0.1	7
COc1cc(CNCCc2ccccc2)cc(Cl)c1OCc1ccccc1	1.0	-8	-42	0	5	0	1.8	-0.8	13
CC(NC(=O)COc1ccc(Br)cc1)C(=O)O (stereo unspecified)	0.2	-11	12	1	2	2	-8.8	1.1	9
CCN1CCN(Cc2nc3c(c(=O)n(C)c(=O)n3C)n2Cc2cccc3ccccc23)CC1	-0.3	6	22	5	5	-1	-3.5	-1.4	8
COc1cc(Nc2c3c(nc4ccccc24)CCCC3)cc(OC)c1OC	1.5	2	-2	0	23	-1	-3.3	0.2	2
O=S(=O)(c1ccc(S(=O)(=O)N(Cc2ccc(F)cc2)C2CCCC2)cc1)N1CCCC1	0.2	-1	-21	1	0	-2	3.8	0.2	2
CSc1ccc(Cl)c(C(=O)NCCOc2cc(C(C)C)ccc2C)c1	0.1	-9	16	-1	0	-3	-2.7	0.8	0
CCOc1ccc(C(C)=O)cc1CSc1nnc(-c2cccs2)n1CC1CCCO1 (stereo unspecified)	-0.1	-3	7	-2	1	-2	0.3	-0.8	13
CCOc1ccc(C(=O)c2cnc3ccccc3c2N2CCN(CC)CC2)cc1	1.5	1	12	0	18	0	4.4	-0.2	4
O=S(=O)(N/N=C\c1c(F)cccc1Cl)c1ccc(Cl)cc1	0.0	-4	20	1	-1	1	-6.6	0.3	11
COc1ccc(/C=N\NS(=O)(=O)c2ccc(C)cc2)cc1COc1ccccc1[N+](=O)[O-]	-0.5	3	52	3	3	2	-0.6	1.2	7
CCCCn1nnc(NC(=O)CCC)n1	-0.5	-10	-7	-4	-14	2	0.1	-0.1	6

Some of the entries so far, with bars between the fields:
Structure | zVAD death inh | RBBP9 inhibitor | EP2 mod | Runt-SMMHC FRET | Hck-Nef inh | Runt-CBFb FRET | TNF death inh | PERK inhibitor | PGE2 EP2 inh
N#C/C(=C\c1ccc(Cl)cc1)c1nc2ncccc2[nH]1 | 0.4 | 8 | -1 | 34 | 4 | 17 | -8.0 | 0.0 | 18
CCCCCCC1CCC(C(=O)N2CCOCC2)CC1 (stereo unspecified) | -0.7 | -6 | 19 | -8 | 5 | -2 | -0.2 | 0.0 | 4
O=C(Nc1ccccc1N1CCCCC1)c1cnccn1 | 48 | -1 | 66* | -1 | 23 | -4 | -3.2 | 1.6 | 5
O=C(CSc1n[nH]c(=O)n1C1CC1)NCc1ccccc1Cl | 1.2 | -3 | -12 | -8 | -6 | -1 | -0.9 | 0.9 | 6
O=C(CSc1ccccn1)Nc1ccccc1F | nt | -10 | 12 | 3 | 1 | -4 | 0.9 | -0.1 | 7
COc1cc(CNCCc2ccccc2)cc(Cl)c1OCc1ccccc1 | 1.0 | -8 | -42 | 0 | 5 | 0 | 1.8 | -0.8 | 13
CC(NC(=O)COc1ccc(Br)cc1)C(=O)O (stereo unspecified) | 0.2 | -11 | 12 | 1 | 2 | 2 | -8.8 | 1.1 | 9
CCN1CCN(Cc2nc3c(c(=O)n(C)c(=O)n3C)n2Cc2cccc3ccccc23)CC1 | -0.3 | 6 | 22 | 5 | 5 | -1 | -3.5 | -1.4 | 8
COc1cc(Nc2c3c(nc4ccccc24)CCCC3)cc(OC)c1OC | 1.5 | 2 | -2 | 0 | 23 | -1 | -3.3 | 0.2 | 2
O=S(=O)(c1ccc(S(=O)(=O)N(Cc2ccc(F)cc2)C2CCCC2)cc1)N1CCCC1 | 0.2 | -1 | -21 | 1 | 0 | -2 | 3.8 | 0.2 | 2
CSc1ccc(Cl)c(C(=O)NCCOc2cc(C(C)C)ccc2C)c1 | 0.1 | -9 | 16 | -1 | 0 | -3 | -2.7 | 0.8 | 0
CCOc1ccc(C(C)=O)cc1CSc1nnc(-c2cccs2)n1CC1CCCO1 (stereo unspecified) | -0.1 | -3 | 7 | -2 | 1 | -2 | 0.3 | -0.8 | 13
CCOc1ccc(C(=O)c2cnc3ccccc3c2N2CCN(CC)CC2)cc1 | 1.5 | 1 | 12 | 0 | 18 | 0 | 4.4 | -0.2 | 4
O=S(=O)(N/N=C\c1c(F)cccc1Cl)c1ccc(Cl)cc1 | 0.0 | -4 | 20 | 1 | -1 | 1 | -6.6 | 0.3 | 11
COc1ccc(/C=N\NS(=O)(=O)c2ccc(C)cc2)cc1COc1ccccc1[N+](=O)[O-] | -0.5 | 3 | 52 | 3 | 3 | 2 | -0.6 | 1.2 | 7
CCCCn1nnc(NC(=O)CCC)n1 | -0.5 | -10 | -7 | -4 | -14 | 2 | 0.1 | -0.1 | 6

Some of the entries so far, with each value named:
compound: O=S(=O)(c1ccc(S(=O)(=O)N(Cc2ccc(F)cc2)C2CCCC2)cc1)N1CCCC1
  zVAD death inh: 0.2; RBBP9 inhibitor: -1; EP2 mod: -21; Runt-SMMHC FRET: 1; Hck-Nef inh: 0; Runt-CBFb FRET: -2; TNF death inh: 3.8; PERK inhibitor: 0.2; PGE2 EP2 inh: 2
compound: CSc1ccc(Cl)c(C(=O)NCCOc2cc(C(C)C)ccc2C)c1
  zVAD death inh: 0.1; RBBP9 inhibitor: -9; EP2 mod: 16; Runt-SMMHC FRET: -1; Hck-Nef inh: 0; Runt-CBFb FRET: -3; TNF death inh: -2.7; PERK inhibitor: 0.8; PGE2 EP2 inh: 0

Further entries follow:
SMILES	zVAD death inh	RBBP9 inhibitor	EP2 mod	Runt-SMMHC FRET	Hck-Nef inh	Runt-CBFb FRET	TNF death inh	PERK inhibitor	PGE2 EP2 inh
CC(C)(C)NC(=O)c1nn(Cc2ccccc2)c(=O)c2ccccc12	1.0	1	59	1	-2	-4	-1.2	-0.3	6
Cc1cccc(C(=O)Nc2ccc(C)c(OC(=O)c3cccc(C)c3)c2)c1	2.8	-20	-29	-2	0	0	-13	0.2	6
CCOC(=O)NNc1ccc2nonc2c1[N+](=O)[O-]	1.2	1	-18	20	3	9	-7.7	-0.1	19
O=C(c1ccccc1)N1CCOC12CCN(c1ncc(C(F)(F)F)cc1Cl)CC2	0.3	1	40	1	2	0	-3.6	-0.9	9
CNS(=O)(=O)c1cccc(C(=O)OCC(=O)Nc2ccc(Cl)cc2F)c1	0.5	-3	-27	-2	15	0	0.0	2.5	12
C=CCn1c(COc2ccc(Cl)cc2)nnc1SCc1ccc(C#N)cc1	-0.1	-3	-19	-4	3	-6	3.7	-0.2	6
COc1ccc(OC)c(NS(=O)(=O)c2ccc3c(c2)n(C)c(=O)n3C)c1	0.1	-2	-5	3	3	2	-0.5	-0.3	8
COC(=O)Nc1nc2ccc(Br)cc2s1	2.1	-5	1	3	19	0	-1.3	0.0	6
Cc1cc2cc(CCNC(=O)C3c4ccccc4Oc4ccccc43)c(=O)[nH]c2cc1C	nt	4	43	0	-9	2	1.0	1.2	15
N#Cc1sc2nc(-c3cccs3)cc(-c3ccc(F)cc3)c2c1N	0.3	-4	43	-95	-3	-35	0.3	0.5	8
CCN(CC)c1ccc(NC(=O)c2cccnc2)c(C)c1	0.1	-7	-3	-1	1	7	-2.3	0.4	4
O=C(C1CCN(S(=O)(=O)c2cccs2)CC1)N(c1ccccn1)C1CCCCC1	-0.4	-2	7	-1	6	2	-2.0	0.1	9
